# influenza NS1A: H1N1 influenza NS1A inhibitors, functional cell based assay (AID 504329); NS1A functional cell-based assay, percent inhibition; higher % means a stronger effect; one-dose inhibition, % at 12.5 µM; IC50 in µM for titrated hits; actives 0.3% (n = 340,000); in the data active = a potency from the dose series; inconclusive = inhibition above about 27% without an active follow-up result; also: strong numbers were not always called active
# M. tuberculosis: growth inhibition of non-replicating M. tuberculosis (AID 488890) | Mycobacterium tuberculosis non-replicating, growth inhibition; higher % means a stronger effect | one-dose inhibition, % at 25 µM; IC50 in µM for titrated hits | actives 0.39% (n = 320,000); in the data active = a potency from the dose series; inconclusive = inhibition mostly from about 82% at the one dose, without a potency; inactive = the rest, 99 in 100 with inhibition below about 76%;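 also: plate controls were DMSO cells for no effect and high antibiotic wells for full effect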
# M. tuberculosis HTS: M. tuberculosis growth inhibition, HTS (AID 449762). actives 0.59% (n = 330,000). one-dose inhibition, % at 25 µM; IC50 in µM for titrated hits. M. tuberculosis H37Rv growth inhibition, 7H9 media; higher % means a stronger effect; in the data active = a potency from the dose series; inconclusive = inhibition above about 70% without an active follow-up result;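 also: bacterial growth assessed after seven days of incubation; strong numbers were not always called active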
# VEEV TC-83 Vero: inhibitors of VEEV TC-83 cytopathic effect, confirmation, Vero cells (AID 588727); Vero cells, VEEV TC-83 cytopathic effect inhibition; higher % means a stronger effect; inhibition, % at 20 µM, or IC50 in µM where a hit was titrated; actives 0.13% (n = 350,000); in the data active = a potency from the dose series; inconclusive = inhibition mostly from about 14% at the one dose, without a potency; inactive = the rest, 99 in 100 with inhibition below about 12%; also: strong numbers were not always called active
# PhoP GFP inhibition: Inhibition of PhoP regulon, Salmonella typhi GFP reporter cells, confirmation, 4 h (AID 1850); Salmonella Typhi PhoP-promoter GFP reporter, fluorescence, 4 h; higher % means a stronger effect; inhibition, % at 50 µM; hits with a dose series show IC50 in µM; actives 0.33% (n = 310,000); in the data active = a potency from the dose series; inconclusive = inhibition mostly from about 25% at the one dose, without a potency; inactive = the rest, 99 in 100 with inhibition below about 19%;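 also: 0% = induced wells with vehicle and 100% = uninduced wells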
# VEEV TC-83 Vero 10K pilot screen: second read-out of VEEV TC-83 Vero, no call of its own (marks repeat the call); inhibition, %; measured here: 10K pilot screen inhibition
# Active calls of the source: *; i = inactive; ? = inconclusive; · = no result given.
SMILES,influenza NS1A,M. tuberculosis,M. tuberculosis HTS,VEEV TC-83 Vero,PhoP GFP inhibition,others
COc1ccc(CCN(C)C(=O)CSc2nc3ccccc3c(=O)n2CC2CCCO2)cc1OC (stereo not drawn),10.3%,·,·,9.6%,·,
Cc1ccc(Cl)c(OCC(=O)N2CCc3ccccc3C2)c1,-6.7%,31.6%,4.8%,0.9%,-1.7%,
Cc1cc(Oc2ccc(=O)n(C)n2)nc(SCC(N)=O)n1,-4.0%,2.6%,1.2%,7.2%,-15.1%,
Cc1ccc(Cl)cc1NC(=O)c1cccc(OC(F)F)c1,-0.8%,9.7%,-5.6%,2.2%,-2.4%,
COCCn1nnnc1C(c1ccccc1OC)N1CCN(c2ccccc2)CC1 (stereo not drawn),-15.1%,-17.5%,-1.4%,6.3%,4.0%,
N#CCSc1nc2c(cc1C#N)CCCC2,-2.0%,18.1%,3.4%,i,-20.2%,
Cc1ccccc1N/N=C/c1c(C)nc2ccccn12,5.1%,46.6%,47.1µM*,10.8%,1.6%,
O=c1oc2ccccc2c(O)c1C(c1ccc([N+](=O)[O-])cc1)c1c(O)c2ccccc2oc1=O,5.8%,·,·,1.5%,·,
COc1ccc(-c2cc(C(F)F)n3ncc(C(=O)Nc4cc(C)on4)c3n2)cc1,1.6%,2.8%,12.6%,0.6%,5.0%,
O=C(c1cc(-c2ccccn2)nc2ccccc12)N1CCN(c2ncccn2)CC1,15.9%,16.1%,6.0%,8.9%,6.6%,
NC(=O)c1ccsc1NC(=O)Cc1ccc([N+](=O)[O-])cc1,6.5%,10.9%,4.8%,1.1%,-0.1%,
Clc1ccc(-c2c[n+](Cc3ccc(Br)cc3)c3n2CCCCC3)cc1,-5.2%,?,4.7%,3.2%,4.5%,
Cc1ccccc1C(=O)Nc1ccc(O)cc1C(=O)O,2.5%,39.3%,-4.3%,0.8%,5.6%,
CCCCCOC(=O)NC1CCS(=O)(=O)C1 (stereo not drawn),-7.0%,-8.8%,-2.0%,i,2.6%,
O=C(COc1ccc(Cl)cc1Cl)NCc1ccncc1,6.8%,·,·,0.3%,·,

# Some of these compounds in order of molecular weight, lowest first:
SMILES,influenza NS1A,M. tuberculosis,M. tuberculosis HTS,VEEV TC-83 Vero,PhoP GFP inhibition,others
CCCCCOC(=O)NC1CCS(=O)(=O)C1 (stereo not drawn),-7.0%,-8.8%,-2.0%,i,2.6%,
Cc1ccc(Cl)cc1NC(=O)c1cccc(OC(F)F)c1,-0.8%,9.7%,-5.6%,2.2%,-2.4%,
O=c1oc2ccccc2c(O)c1C(c1ccc([N+](=O)[O-])cc1)c1c(O)c2ccccc2oc1=O,5.8%,·,·,1.5%,·,

# The list goes on:
SMILES,influenza NS1A,M. tuberculosis,M. tuberculosis HTS,VEEV TC-83 Vero,PhoP GFP inhibition,others
O=C(NCc1ccco1)c1ccc(Cl)c(S(=O)(=O)Nc2ccccc2)c1,4.7%,12.7%,-0.2%,2.4%,-2.5%,
Cn1nc(NC(=O)C2CCC2C(=O)O)c2c(F)cccc21 (stereo not drawn),4.2%,-18.7%,-4.0%,1.4%,9.0%,
O=C(c1ccc(F)cc1Cl)N1CCN(S(=O)(=O)c2cccs2)CC1,0.9%,2.5%,-4.2%,3.0%,7.0%,
CC(=O)c1cccc(N(C(=O)CNC(=O)c2cccs2)C(C(=O)NCC2CCCO2)c2ccccc2)c1 (stereo not drawn),2.2%,-3.3%,-6.4%,0.6%,1.5%,
COC(=O)c1c(C(=O)OC)c(-c2ccc(Cl)cc2)n2c1CS(=O)(=O)C2,·,5.6%,10.4%,i,-5.0%,
Cn1c(=O)oc2cc(S(=O)(=O)NCc3ccc(F)cc3)ccc21,-15.7%,-12.4%,-8.4%,1.8%,-10.0%,
Cc1cc(C(=O)NCC23CC4CC(CC(C4)C2)C3)c(C)o1,·,?,17.5%,·,2.8%,
Cc1c(CCC(=O)O)c(=O)oc2c(C)c3occ(-c4ccc(Br)cc4)c3cc12,-3.2%,0.5%,45.3%,1.3%,6.1%,
CCCCC(=O)NCCNc1nc2c(c(=O)n(C)c(=O)n2C)n1Cc1ccc(F)cc1,1.1%,5.8%,-11.2%,6.6%,-14.2%,
Cc1cccc(C)c1NC(=O)CNC(=O)CN1C(=O)NC2(CCc3ccccc32)C1=O (stereo not drawn),-20.2%,9.3%,-1.7%,2.4%,·,
CC1(C)CC[C@@]23CC[C@]4(C)[C@@](OC2=O)(C3C1)[C@H]1O[C@H]1C1[C@@]2(C)CC[C@H](O)C(C)(C)C2CC[C@]14C (stereo partly drawn),·,47.2%,-4.8%,·,-9.7%,
COC(=O)c1ccc(OCC(=O)c2ccc(C)c(C)c2)cc1,-10.5%,?,18.1%,1.9%,-2.1%,
CCOC(=O)c1oc2ccccc2c1NC(=O)c1cc(OC)cc(OC)c1,1.4%,2.1%,4.5%,i,-5.1%,
Cc1ccc(NC(=O)NC(=O)CN2CCN(c3ccc(O)cc3)CC2)c(C)c1,-13.5%,5.4%,-10.4%,0.4%,-6.7%,
CCOC(=O)C1CCCN(C(=O)c2cc3ccccc3oc2=O)C1 (stereo not drawn),-4.4%,-3.8%,1.5%,1.5%,-1.1%,

# The closing 5 compounds of the part above come first, to join the parts.
SMILES,influenza NS1A,M. tuberculosis,M. tuberculosis HTS,VEEV TC-83 Vero,PhoP GFP inhibition,others
CC1(C)CC[C@@]23CC[C@]4(C)[C@@](OC2=O)(C3C1)[C@H]1O[C@H]1C1[C@@]2(C)CC[C@H](O)C(C)(C)C2CC[C@]14C (stereo partly drawn),·,47.2%,-4.8%,·,-9.7%,
COC(=O)c1ccc(OCC(=O)c2ccc(C)c(C)c2)cc1,-10.5%,?,18.1%,1.9%,-2.1%,
CCOC(=O)c1oc2ccccc2c1NC(=O)c1cc(OC)cc(OC)c1,1.4%,2.1%,4.5%,i,-5.1%,
Cc1ccc(NC(=O)NC(=O)CN2CCN(c3ccc(O)cc3)CC2)c(C)c1,-13.5%,5.4%,-10.4%,0.4%,-6.7%,
CCOC(=O)C1CCCN(C(=O)c2cc3ccccc3oc2=O)C1 (stereo not drawn),-4.4%,-3.8%,1.5%,1.5%,-1.1%,
Cc1ccccc1C(=O)Nc1cc(-c2cc(C(C)(C)C)oc2C)nn1C,4.8%,46.1%,13.9%,i,-1.8%,
Oc1ccc(-c2cn3ccccc3n2)cc1,-3.3%,6.1%,-3.9%,3.6%,1.2%,
O=C(CNC(=O)c1ccc(S(=O)(=O)N2CCCCC2)cc1)N/N=C/c1ccco1,4.9%,24.1%,6.7%,4.2%,-2.9%,VEEV TC-83 Vero 10K pilot screen=8.5
COc1ccc(-c2nc(NC(=O)c3cc(C(C)(C)C)nn3C)sc2C)cc1,6.6%,58.2%,?,i,6.4%,
O=C(Nc1ccc(-c2csc(-c3ccccc3)n2)cc1)c1ccccc1,19.6%,-13.1%,2.1%,i,-3.6%,VEEV TC-83 Vero 10K pilot screen=0.2
N#CC1=C(N)NC(SCC(=O)O)=C(C#N)C12CCCC2,-8.3%,24.1%,3.5%,1.2%,0.9%,
C=CCOC(=O)CC(NC(=O)c1ccccc1)c1ccccc1 (stereo not drawn),-13.4%,-0.7%,-0.2%,i,-2.0%,
Cc1noc(C)c1C(=O)NC1CCCc2ccccc21 (stereo not drawn),1.0%,4.6%,-3.6%,i,-2.3%,
C=CCn1c(SCC(=O)Nc2cccc(S(N)(=O)=O)c2)nnc1C1CCCCC1,0.1%,12.3%,-13.6%,0.5%,·,
O=[N+]([O-])c1ccccc1S(=O)(=O)Nc1ccn(Cc2c(F)cccc2Cl)n1,0.0%,16.7%,-0.5%,0.7%,5.6%,
O=S(=O)(c1cccc(-c2nc3n(n2)Cc2ccccc2-3)c1)N1CCCC1,7.8%,16.4%,10.2%,0.1%,11.7%,
NS(=O)(=O)c1ccc(CCNC(=O)CSc2nnc3ccccn23)cc1,13.1%,-17.8%,-2.8%,0.7%,-3.6%,
COc1cc(CN2CCN(Cc3cn(C)c4ccccc34)CC2CCO)cc(OC)c1 (stereo not drawn),-8.5%,11.6%,-2.1%,i,-0.3%,
Cc1ccc(C(=O)NC(=S)NNC(=O)c2cccc([N+](=O)[O-])c2)cc1,-12.9%,?,?,2.5%,-0.6%,
O=C(c1ccc(-c2cc3ccccc3oc2=O)cc1)N1CCN(c2ccc(Cl)cc2[N+](=O)[O-])CC1,-5.8%,22.5%,1.5%,7.2%,-3.6%,
N#Cc1cccn1-c1nccc(-c2cccs2)n1,-4.9%,37.5%,6.7%,i,-11.6%,
C=CCn1c(C)cc(C(=O)COc2ncnc3sccc23)c1C,8.2%,23.3%,-7.1%,i,-9.8%,
Cc1oc2c(O)c(O)ccc2c(=O)c1-c1cnn(-c2ccccc2)c1,1.2%,10.8%,-11.3%,4.4%,2.9%,
Cc1ccc(-c2csc3ncn(CC(=O)N4CCOCC4)c(=O)c23)cc1C,-19.7%,0.5%,-3.4%,0.5%,7.8%,
Cc1sc2ncnc(N[C@@H](Cc3ccccc3)C(=O)O)c2c1C,2.6%,-6.1%,5.4%,1.6%,-1.9%,
Cc1oc2c(CN3CCCCC3C)c(O)ccc2c(=O)c1-c1ccccc1 (stereo not drawn),1.2%,-4.7%,-0.9%,i,7.0%,
CC(C)CC(C(=O)OCC(=O)Nc1cccc(Cl)c1)N1C(=O)C2CC=CCC2C1=O (stereo not drawn),0.7%,12.8%,-7.6%,2.8%,6.6%,
O=C(Nc1nnc(CCc2ccccc2)s1)c1ccc(F)cc1,-4.4%,-1.0%,9.4%,0.3%,1.3%,
Cc1ccc(CC(=O)NCC2CCCCC2)cc1,19.5%,73.7%,1.5%,i,1.4%,
CCc1ccc2c(c1)CCCN2C(=O)c1ccccc1C(=O)O,4.5%,53.6%,-0.4%,1.2%,26.4%,
O=S(=O)(Nc1ccc(F)cc1Cl)c1ccc(-c2cnc(C3CC3)o2)cc1,4.4%,20.5%,-11.9%,i,-1.2%,
O=C(Nc1ccsc1C(=O)O)c1ccccc1,-13.8%,13.8%,-11.7%,i,6.0%,
O=C(CN1CCN(Cc2ccccc2)CC1)NC(c1ccccc1)c1ccccc1,-5.1%,16.1%,5.5%,i,8.5%,
Cc1cc(C(=O)CN2CCCCC2)c(C)n1-c1ccc(F)cc1,-3.9%,2.2%,-7.4%,0.7%,-5.3%,
CCOc1ccc(CCNC(=O)COC(=O)c2cc(OC)c(OC)cc2[N+](=O)[O-])cc1OCC,-0.6%,10.7%,2.8%,3.2%,-1.9%,

# The list goes on, starting with the last five of the part before.
SMILES,influenza NS1A,M. tuberculosis,M. tuberculosis HTS,VEEV TC-83 Vero,PhoP GFP inhibition,others
O=S(=O)(Nc1ccc(F)cc1Cl)c1ccc(-c2cnc(C3CC3)o2)cc1,4.4%,20.5%,-11.9%,i,-1.2%,
O=C(Nc1ccsc1C(=O)O)c1ccccc1,-13.8%,13.8%,-11.7%,i,6.0%,
O=C(CN1CCN(Cc2ccccc2)CC1)NC(c1ccccc1)c1ccccc1,-5.1%,16.1%,5.5%,i,8.5%,
Cc1cc(C(=O)CN2CCCCC2)c(C)n1-c1ccc(F)cc1,-3.9%,2.2%,-7.4%,0.7%,-5.3%,
CCOc1ccc(CCNC(=O)COC(=O)c2cc(OC)c(OC)cc2[N+](=O)[O-])cc1OCC,-0.6%,10.7%,2.8%,3.2%,-1.9%,
CCOC(=O)N1CCC(NC(=O)c2ccc3c(c2)sc2nc(-c4ccc(OC)cc4)cn23)CC1,·,16.8%,-2.5%,·,-4.3%,
CC1=C(C(=O)OC(C)C)C(c2c(O)ccc3ccccc23)NC(=O)N1 (stereo not drawn),2.1%,3.7%,-3.6%,7.6%,·,
COc1cccc(-c2nnc(SCN3C(=O)c4ccccc4C3=O)n2C)c1,12.4%,-2.1%,0.7%,0.1%,-1.6%,
COc1ccc(NC(=O)c2nn(C)c(=O)c3ccccc23)cc1S(=O)(=O)Nc1ccccc1Cl,-5.1%,11.9%,-1.3%,1.8%,-0.4%,
O=C(CCN1C(=O)c2ccccc2S1(=O)=O)N1CCN(c2ccccc2)CC1,-1.6%,-3.1%,-1.2%,1.3%,0.4%,
COc1ccccc1CCC(=O)Nc1ccc2c(c1)CN(Cc1ccc(CO)o1)CC2,4.4%,1.0%,-7.3%,9.4%,-4.0%,
Cc1ccc(CNC(=O)CS(=O)(=O)Cc2nc(-c3ccc(C)cc3)oc2C)cc1,-6.4%,11.8%,8.4%,0.7%,-32.3%,

# Screens (PubChem)
